Source: PubChem BioAssay (several laboratories)
CSN inh = inhibitors of CSN-mediated cullin deneddylation, primary screen, biochemical, fluorescence polarization, uHTS. COP9 signalosome complex subunit 5 (Homo sapiens), Q92905. Purified CSN, SCF-Nedd8-OG deneddylation. inhibition, % at 12.5 µM. 360,000 tested, 0.38% active;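 active = pattern-corrected inhibition above about 35%, with an unprinted fluorescence ratio check between 0.5 and 1.5, limit read from the data, passing the limit was not always enough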;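 also: 0% = enzyme with substrate and 100% = substrate without enzyme; some results filed as inactive read as strong as hits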
Target sequence (Q92905 whole entry, looked up, one chain of several): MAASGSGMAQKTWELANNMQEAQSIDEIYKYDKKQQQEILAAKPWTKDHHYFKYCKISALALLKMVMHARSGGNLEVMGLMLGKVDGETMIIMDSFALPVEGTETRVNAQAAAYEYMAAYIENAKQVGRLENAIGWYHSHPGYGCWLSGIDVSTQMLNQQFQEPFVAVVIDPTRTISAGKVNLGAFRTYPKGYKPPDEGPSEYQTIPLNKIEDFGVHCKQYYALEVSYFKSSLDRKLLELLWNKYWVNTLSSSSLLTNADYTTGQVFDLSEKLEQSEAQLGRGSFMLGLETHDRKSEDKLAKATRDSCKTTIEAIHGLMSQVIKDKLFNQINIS
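Test system: Human Csn5 produced in HEK293T cells | Compound: 12.5 µM single point | Times: 90 min, room temperature | Signal: Fluorescence polarization readout | Read-out basis: % inhibition of substrate cleavage by Csn5 | Controls: no-enzyme wells high, enzyme-with-substrate wells low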
Rpn11 inh = Rpn11 (PSMD14) deubiquitinase inhibitors, primary screen, biochemical, fluorescence polarization, uHTS; 26S proteasome non-ATPase regulatory subunit 14 (Homo sapiens), O00487; human 26S proteasome, Ub4-pepOG fluorescence polarization; 20S core pre-blocked with epoxomicin; calls only at 20 µM; 360,000 tested, 0.59% active; AID 588493, 2011;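 active = inhibition at 20 µM, scaled to each plate's controls, above about 33%, limit read from the data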
TbMetRS inhib = T. brucei MetRS inhibitors, primary screen, biochemical, luminescence | methionyl-tRNA synthetase (Trypanosoma brucei brucei) | purified T. brucei MetRS, ATP depletion, Kinase-Glo luminescence | inhibition, % at 11.9 µM | 360,000 tested, 0.4% active;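 active = inhibition above a per-plate cutoff of the control wells' mean inhibition plus 3 SD, cut at about 5.5% in these data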;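 also: 0% = DMSO wells median and 100% = median of wells with control inhibitor compound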
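Test system – parasite MetRS enzyme · Reagent – substrates ATP, L-methionine and bulk Escherichia coli tRNA · Doses – 11.9 µM compound single dose, 0.9% DMSO · Times – 15 min enzyme-compound preincubation, 2 h reaction, 10 min detection, 25 °C · Signal – Kinase-Glo luminescence, ATP depletion format · Controls – DMSO-only wells as low control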
DNMT1 block = human DNMT1 methyltransferase inhibitors, primary screen, biochemical, molecular beacon, fluorescence, HinP1I cleavage, uHTS | DNA (cytosine-5)-methyltransferase 1 (Homo sapiens), P26358 | inhibition (reported as % activation of signal), % at 10 µM | 360,000 tested, 0.83% active; in the data active = inhibition above about 50%
Scp-1 inhibitor = Scp-1 phosphatase inhibitors, primary screen, biochemical, colorimetric, uHTS; AID 493091, 2011; Carboxy-terminal domain RNA polymerase II polypeptide A small phosphatase 1 (Homo …; Recombinant Scp1, phosphopeptide, malachite green phosphate absorbance; inhibition, % at 20 µM; 340,000 tested, 0.88% active;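 active = inhibition above about 50% at 20 µM, limit read from the data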;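 also: plate controls were DMSO wells with enzyme for no effect and wells lacking enzyme for full effect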
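System: SCP-1 catalytic domain; Reagent: Phospho 17-mer peptide substrate; Doses: one concentration, 20 µM, with 1.0% DMSO; Incubation: 45 min room-temperature reaction, 5 min colour, 30 min stabiliser; Signal: Phosphate-binding colour reagent, absorbance read at 630 nm.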
SUMO1-SIM PPI = modulators of SUMO1 protein-protein interactions, primary screen, biochemical, uHTS | Small ubiquitin-related modifier 1 (Homo sapiens), P63165 | SUMO1 binding to a labelled peptide, TR-FRET, 1 h | inhibition, % at 20 µM | 360,000 tested, 0.33% active | AID 602429, 2012; in the data active = inhibition above about 37%
Target sequence (P63165 whole entry, looked up): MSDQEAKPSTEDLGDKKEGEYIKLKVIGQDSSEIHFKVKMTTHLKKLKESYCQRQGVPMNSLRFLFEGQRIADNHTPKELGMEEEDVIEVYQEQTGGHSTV
STEP block = STEP phosphatase inhibitors, primary screen, biochemical, fluorescence intensity, uHTS. AID 588621, 2011. recombinant STEP, OMFP fluorogenic substrate. inhibition, % at 20 µM. 360,000 tested, 0.25% active;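 active = inhibition at 20 µM, scaled per plate between control wells, above about 37%, limit read from the data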;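 also: 0% = DMSO with enzyme and substrate and 100% = substrate only without enzyme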
Target sequence (P54829 whole entry, looked up): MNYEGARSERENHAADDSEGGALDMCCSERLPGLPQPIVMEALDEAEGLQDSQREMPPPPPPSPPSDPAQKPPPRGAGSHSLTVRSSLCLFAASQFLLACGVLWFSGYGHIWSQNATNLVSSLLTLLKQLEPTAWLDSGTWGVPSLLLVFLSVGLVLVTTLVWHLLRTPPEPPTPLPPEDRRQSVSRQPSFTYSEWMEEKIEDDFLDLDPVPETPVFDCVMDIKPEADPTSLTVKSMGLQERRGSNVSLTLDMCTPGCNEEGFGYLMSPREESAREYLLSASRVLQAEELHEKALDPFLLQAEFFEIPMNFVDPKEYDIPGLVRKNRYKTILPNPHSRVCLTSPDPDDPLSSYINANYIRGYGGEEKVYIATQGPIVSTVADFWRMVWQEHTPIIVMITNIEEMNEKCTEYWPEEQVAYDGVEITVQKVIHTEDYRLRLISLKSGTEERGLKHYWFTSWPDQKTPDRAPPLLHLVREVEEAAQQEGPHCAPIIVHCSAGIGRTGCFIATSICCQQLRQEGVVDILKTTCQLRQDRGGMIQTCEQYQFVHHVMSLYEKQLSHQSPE
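Assay system: isolated STEP enzyme / Timing: 20 min at room temperature, dark / Doses: 20 µM, 1% DMSO / Technique: fluorescence intensity, excitation 480 nm, emission 540 nm / Reagent: fluorogenic phosphatase substrate OMFP at 25 µM final / Measure: percent inhibition scaled to no-enzyme and uninhibited-enzyme controls, plate-pattern corrected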
MsrA inh = bovine MsrA enzyme inhibitors, primary screen, biochemical, absorbance, HTS. inhibition, % at 15.5 µM. 360,000 tested, 0.75% active. purified bovine MsrA, absorbance read-out. Methionine sulfoxide reductase A (Bos taurus). AID 651718, 2012; in the data active = inhibition above about 4.5%;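 also: 0% = vehicle wells with enzyme and 100% = reference inhibitor wells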
LMPTP inh = LMPTP phosphatase inhibitors, primary screen, biochemical, fluorescence intensity, uHTS | Low molecular weight phosphotyrosine protein phosphatase (Homo sapiens), P24666 | recombinant LMPTP-A, OMFP fluorogenic substrate | inhibition, % at 20 µM | 360,000 tested, 0.22% active | AID 651560, 2012;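 active = compounds that cut the enzyme signal by at least half of the control window in the single-dose screen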;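 also: plate controls were DMSO wells with enzyme plus substrate for no effect and substrate without enzyme for full effect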
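Material: LMPTP-A; amount: 0.625 nM enzyme; doses: single 20 µM dose; times: reaction 50 min, room temperature, dark; technique: fluorescence intensity of OMFP turnover product; benchmarks: no-enzyme and uninhibited controls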
NadD block = inhibitors of S. aureus NadD, primary screen, biochemical, colorimetric, uHTS | Nicotinate-nucleotide adenylyltransferase NadD (Staphylococcus aureus N315) | 360,000 tested, 0.78% active | inhibition, % at 20 µM | AID 602399, 2012 | purified NadD enzyme, colorimetric absorbance read-out; in the data active = inhibition above about 26%; also: some compounds past the cut are filed as inactive
* marks the source's active call; other numbers are inactive results; i = inactive; x = not tested or not shown. Not a hit list; about 3.9% have a hit in one of these screens.

SMILES	CSN inh	Rpn11 inh	TbMetRS inhib	DNMT1 block	Scp-1 inhibitor	SUMO1-SIM PPI	STEP block	MsrA inh	LMPTP inh	NadD block
CS(=O)(=O)c1ccc(NS(=O)(=O)c2ccc(Cl)c(C(=O)NCc3ccco3)c2)cc1	-1.7	i	-0.2	17.2	16.8	2.9	0.0	0.6	1.0	-2.4
COC(=O)Nc1sc2c(c1C(=O)NC1CC1)CCCCCC2	-1.4	i	-1.1	0.2	-6.5	1.7	4.4	-1.2	0.6	-3.9
c1ccc(-n2nnnc2NCCc2c[nH]c3ccccc23)cc1	2.7	i	-0.8	-2.7	-6.9	-3.9	-0.7	-0.8	-0.1	-4.1
COC(=O)c1ccc(NC(=O)c2cccc(C)c2)cc1	-3.0	i	-0.1	-3.7	0.4	-3.6	3.3	0.2	-1.9	-2.2
Cc1ccc(C2CC(c3ccccc3OC(F)F)Nc3ncnn32)cc1 (configuration not stated)	-3.3	i	-0.4	0.4	7.1	3.5	-3.1	-0.9	-1.3	3.1
CCC(Oc1ccccc1)C(=O)N(Cc1ccccc1)c1ccccn1 (configuration not stated)	-1.9	i	-0.7	1.4	-5.1	-0.6	-1.9	0.7	-0.9	-0.6
CC(=O)N1CCc2cc(NC(=O)c3ccc(C)cc3)ccc21	-1.5	i	-0.2	-5.2	-7.7	0.5	1.2	0.3	0.5	-3.7
Cc1c(C(=O)NCc2ccc(C#N)cc2)sc(=O)n1Cc1ccccn1	2.3	i	-1.1	-1.9	x	-0.7	-0.9	1.8	0.4	3.8
Cc1nc(CC(=O)O)c(-c2ccccc2)s1	1.7	i	-1.1	0.2	-3.6	3.2	-1.7	-1.1	-1.7	2.0
Cc1cc(C(=O)N/N=C/c2cccs2)no1	3.8	i	0.6	2.4	-2.1	-6.7	-0.5	2.7	-0.2	-1.3
C[C@H]1CN([C@@H](C)CO)S(=O)(=O)c2ccc(Br)cc2O[C@H]1CN(C)S(=O)(=O)c1ccccc1F	-1.0	i	0.3	0.4	x	3.2	-0.2	-0.4	0.3	-0.9
CCCCN1C(=O)N(C)C2NC(=S)NC21 (configuration not stated)	0.3	i	-0.3	6.7	-7.9	-0.4	1.5	0.5	-2.1	-4.0
COc1cc(-c2nnc(NC(=O)CS(=O)(=O)c3ccc(C)cc3)o2)cc(OC)c1OC	2.8	i	-0.2	6.8	-3.8	8.9	-0.1	-1.2	-0.6	11.4
CCC(Oc1ccccc1)C(=O)NCCOC (configuration not stated)	-17.1	i	-0.7	1.0	-2.7	-7.0	0.4	-0.1	-1.1	-4.5
CCOC(=O)C1=C(C)Nc2nc3ccccc3n2C1c1ccccc1 (configuration not stated)	-6.5	i	0.0	-0.1	3.4	-0.7	-4.2	0.8	-1.2	-3.6
CCCNC(=O)C1(C)CCN(C(=O)c2cccc(C(F)(F)F)c2)C1 (configuration not stated)	0.8	i	-0.3	10.3	x	7.6	-2.7	-0.1	-2.6	0.7
O=C(CSc1nnc(NC(=O)C2CC2)s1)NCc1ccccc1Cl	1.1	i	0.0	0.5	-8.3	6.2	-1.0	-1.4	-0.7	-0.3
CN1CCC(N(C)S(=O)(=O)c2ccc(NC(=O)COc3cccc(C(F)(F)F)c3)cc2)CC1	-4.6	i	-0.4	10.4	-4.0	-94.0	1.3	0.2	-8.9	-5.0
Cc1ccc(CNC(=O)C2CC(c3ccc(C(F)(F)F)cc3)=NO2)o1 (configuration not stated)	0.9	i	-0.2	17.9	-2.3	3.4	0.0	-0.7	-2.1	-8.0
c1ccc(-c2cn(CC3CCCCC3)nn2)cc1	-2.5	i	0.2	5.7	-12.4	14.3	1.6	0.9	-0.5	2.4
O=c1[nH]c(C2CCCN(S(=O)(=O)c3ccccc3)C2)nc2c1nnn2Cc1ccccc1Br (configuration not stated)	0.7	i	-0.8	-0.8	6.8	11.0	0.3	0.6	1.6	7.0
Cc1nc(SCC(=O)c2ccccc2)n[nH]1	-1.3	i	0.0	0.8	-17.8	2.2	0.8	-1.1	0.4	6.9
Cc1cccc(/C=C2\CS/C(=C\c3cccc(C)c3)C2=O)c1	2.1	i	-0.7	25.2	-10.5	17.3	1.7	0.0	3.4	22.3
O=C(N/N=C\c1cn(-c2ccccc2)nc1-c1ccccc1)c1ccc2c(c1)OCO2	5.7	i	0.0	-7.0	-13.9	-2.6	6.2	3.8	3.4	15.1
Cc1cccc(NCc2ccc(O)c3ncccc23)c1C	-5.5	i	0.1	-5.0	-4.5	-7.5	1.7	-0.8	1.5	8.7
Cc1n[nH]c(C)c1CCc1nc2c3ccccc3nc(SCC(N)=O)n2n1	4.3	i	-0.8	-0.8	0.3	4.7	0.7	0.4	-1.4	11.5
Cn1c(=O)c2c(nc(N3CCN(c4ccccn4)CC3)n2Cc2ccc(Cl)cc2Cl)n(C)c1=O	2.8	i	-0.9	-1.1	0.0	-0.3	1.4	-0.1	-0.7	0.9
CC(=O)N(C1=C(Cl)C(=O)c2ccccc2C1=O)c1ccc(C(=O)O)cc1	6.7	i	0.2	14.1	11.7	-10.0	0.9	0.1	-1.3	8.7
COC(=O)c1ccc(CSc2ccc(S(=O)(=O)N3CCCCC3)cn2)cc1	1.3	i	-0.3	-4.4	-8.2	-4.5	4.2	2.3	3.5	1.6
Cc1cc(Nc2ccc(F)c(F)c2)nc(-c2ccccc2O)n1	-1.7	i	-0.2	4.4	-0.8	-5.7	3.4	-0.7	3.7	-2.5
Cc1nn(-c2ccccc2)c(C)c1NC(=O)c1cccs1	-0.9	i	-0.3	-0.6	-8.1	-1.3	-2.5	-0.3	0.6	-3.9
Cc1ccc(NC(=O)C2=COCCO2)cc1S(=O)(=O)N1CCOCC1	-1.5	i	-0.3	1.2	-6.1	-6.4	-0.4	-0.4	-0.9	-6.8
FC(F)(F)c1nnc2n1N=C(c1ccccc1)CS2	-2.4	i	-0.3	1.2	-12.8	-0.8	0.1	-0.4	-0.1	-2.8
CCOc1ccccc1NC(=O)COc1cccnc1[N+](=O)[O-]	-0.4	i	-0.1	-6.0	-3.8	-30.2	-0.4	-0.7	-0.4	-0.8
S=C(Nc1ccc(Oc2ccccc2)cc1)NC1CCCCC1	-1.5	i	-0.8	-1.9	-4.7	0.2	-2.4	0.9	2.6	-5.1
CC1=C(C(=O)N2CCOCC2)C(c2ccc(Cl)cc2)NC(=S)N1 (configuration not stated)	-1.2	i	0.3	0.7	-4.7	-0.8	0.7	0.8	-1.2	-1.9
COCCCn1c(C)nnc1SCC(=O)NCc1ccco1	-2.8	i	-0.6	0.3	-2.6	-0.4	-0.4	-1.1	-0.1	1.6
CCCCC1=CC2=C(c3ccco3)C(=O)C(C)(OC(=O)c3ccc(OC)cc3)C(=O)C2=CN1c1ccccc1 (configuration not stated)	5.4	i	-0.6	-0.1	9.3	-7.2	-6.6	x	-0.1	19.2
CC(C)C1C(=O)N(Cc2cn(CCC3OCCO3)nn2)CCS(=O)(=O)N1Cc1ccc(-c2ccccc2Cl)cc1 (configuration not stated)	-0.6	i	-0.5	12.0	x	9.5	0.0	-1.1	2.2	-13.0

A section of the results above, as a working copy:
SMILES	CSN inh	Rpn11 inh	TbMetRS inhib	DNMT1 block	Scp-1 inhibitor	SUMO1-SIM PPI	STEP block	MsrA inh	LMPTP inh	NadD block
Cn1c(=O)c2c(nc(N3CCN(c4ccccn4)CC3)n2Cc2ccc(Cl)cc2Cl)n(C)c1=O	2.8	i	-0.9	-1.1	0.0	-0.3	1.4	-0.1	-0.7	0.9
CC(=O)N(C1=C(Cl)C(=O)c2ccccc2C1=O)c1ccc(C(=O)O)cc1	6.7	i	0.2	14.1	11.7	-10.0	0.9	0.1	-1.3	8.7
COC(=O)c1ccc(CSc2ccc(S(=O)(=O)N3CCCCC3)cn2)cc1	1.3	i	-0.3	-4.4	-8.2	-4.5	4.2	2.3	3.5	1.6
Cc1cc(Nc2ccc(F)c(F)c2)nc(-c2ccccc2O)n1	-1.7	i	-0.2	4.4	-0.8	-5.7	3.4	-0.7	3.7	-2.5
Cc1nn(-c2ccccc2)c(C)c1NC(=O)c1cccs1	-0.9	i	-0.3	-0.6	-8.1	-1.3	-2.5	-0.3	0.6	-3.9
Cc1ccc(NC(=O)C2=COCCO2)cc1S(=O)(=O)N1CCOCC1	-1.5	i	-0.3	1.2	-6.1	-6.4	-0.4	-0.4	-0.9	-6.8
FC(F)(F)c1nnc2n1N=C(c1ccccc1)CS2	-2.4	i	-0.3	1.2	-12.8	-0.8	0.1	-0.4	-0.1	-2.8
CCOc1ccccc1NC(=O)COc1cccnc1[N+](=O)[O-]	-0.4	i	-0.1	-6.0	-3.8	-30.2	-0.4	-0.7	-0.4	-0.8
S=C(Nc1ccc(Oc2ccccc2)cc1)NC1CCCCC1	-1.5	i	-0.8	-1.9	-4.7	0.2	-2.4	0.9	2.6	-5.1
CC1=C(C(=O)N2CCOCC2)C(c2ccc(Cl)cc2)NC(=S)N1 (configuration not stated)	-1.2	i	0.3	0.7	-4.7	-0.8	0.7	0.8	-1.2	-1.9
